STK33 inh – inhibitors of human STK33 kinase; purified STK33, MBP phosphorylation, ADP-Glo luminescence; Q9BYT3; inhibition, % at 10 µM; 320,000 tested, 0.073% active;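 active = inhibition at or above 25%, using the most active replicate where run in duplicate; inactive = inhibition below 25%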
Target sequence (Q9BYT3 whole entry, looked up): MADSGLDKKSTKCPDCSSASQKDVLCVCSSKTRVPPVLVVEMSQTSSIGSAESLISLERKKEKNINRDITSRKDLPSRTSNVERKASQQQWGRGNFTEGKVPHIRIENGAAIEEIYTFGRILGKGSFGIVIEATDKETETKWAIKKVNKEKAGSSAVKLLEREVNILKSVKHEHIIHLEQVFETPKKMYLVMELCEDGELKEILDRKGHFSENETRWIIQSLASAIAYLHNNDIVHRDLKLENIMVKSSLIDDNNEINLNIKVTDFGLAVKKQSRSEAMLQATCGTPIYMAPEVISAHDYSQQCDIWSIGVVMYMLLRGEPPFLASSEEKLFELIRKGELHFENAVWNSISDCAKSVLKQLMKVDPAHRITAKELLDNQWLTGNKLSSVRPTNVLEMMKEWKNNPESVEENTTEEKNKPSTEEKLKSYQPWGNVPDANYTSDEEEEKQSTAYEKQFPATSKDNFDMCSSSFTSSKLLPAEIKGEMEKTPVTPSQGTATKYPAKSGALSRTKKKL
OX1R FRET antag – blocks the human orexin 1 receptor | AID 485270 | 330,000 tested, 1.8% active | OX1R-expressing cells, FRET antagonist read-out | O43613 | inhibition, % at 6.6 µM; in the data active = inhibition mostly above about 38%, no sharp cut-off; inactive = mostly below about 40%;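 note: 0% = agonist challenge alone and 100% = reference antagonist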
Target sequence (O43613 whole entry, looked up): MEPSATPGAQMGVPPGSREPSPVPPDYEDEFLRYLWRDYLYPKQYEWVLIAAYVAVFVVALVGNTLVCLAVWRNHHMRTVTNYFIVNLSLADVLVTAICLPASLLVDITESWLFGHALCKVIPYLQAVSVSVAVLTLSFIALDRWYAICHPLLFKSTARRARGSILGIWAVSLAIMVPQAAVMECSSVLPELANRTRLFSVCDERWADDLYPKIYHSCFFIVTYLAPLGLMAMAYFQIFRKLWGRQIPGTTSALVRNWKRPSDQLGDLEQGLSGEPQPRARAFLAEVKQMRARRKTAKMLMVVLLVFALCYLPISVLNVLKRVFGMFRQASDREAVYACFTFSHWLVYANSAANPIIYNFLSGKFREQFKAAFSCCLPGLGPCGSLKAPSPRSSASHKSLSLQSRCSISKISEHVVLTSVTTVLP
KCNQ2 inh – KCNQ2 potassium channel inhibitors, primary screen, cell-based, CHO-K1, FluxOR thallium flux, B-score (AID 2156); 20 min; active compounds read low; B-score at 10 µM; 310,000 tested, 1.1% active;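 active = fluorescence ratio B-score at most minus 3 library SDs, with starting brightness B-score within 2 library SDs, cut at about -5.5 in these data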
An asterisk follows results filed as active; i = inactive; / = no result given.

STK33 inh,OX1R FRET antag,KCNQ2 inh,SMILES
-0.6,13,i,Cn1cc([N+](=O)[O-])c(C(=O)Nc2cc(Oc3ccccc3)cc([N+](=O)[O-])c2)n1
0.5,4,i,Cc1ccccc1-n1c(-c2ccoc2C)n[nH]c1=S
0.3,31,i,COc1cc(-n2c(C)nc3cc(C(=O)N4CCOCC4)ccc32)cc(OC)c1OC
-0.7,28,i,CCOc1ccc(NC(=O)C2CCCN2C(=O)NC2CCCCC2)cc1 (stereo not given)
-0.6,20,i,O=C(N/N=C/c1ccc(Cl)cc1Cl)c1cccc(F)c1
6.4,7,i,CCOC(=O)c1ccccc1NC(=O)COC(=O)CCC(=O)N1CCOCC1
-0.8,61,i,O=C(NNC(=O)c1ccc([N+](=O)[O-])cc1)c1ccc(F)cc1
-0.4,24,i,Cc1cc(SCC(=O)N/N=C/c2ccccc2C(=O)O)c(C)cc1Br

Entries of single compounds, looked up by structure.
`O=C(N/N=C/c1ccc(Cl)cc1Cl)c1cccc(F)c1` across the screens: STK33 inh: -0.6; OX1R FRET antag: 20; KCNQ2 inh: i
`Cc1cc(SCC(=O)N/N=C/c2ccccc2C(=O)O)c(C)cc1Br` across the screens: STK33 inh: -0.4; OX1R FRET antag: 24; KCNQ2 inh: i

The list continues.
STK33 inh,OX1R FRET antag,KCNQ2 inh,SMILES
-0.2,2,i,CCN1CCN(C(CNS(=O)(=O)c2ccc(Br)cc2)c2cccnc2)CC1 (stereo not given)
-1.4,19,i,COc1ccc(NC(=S)NC(NC(C)=O)C(Cl)(Cl)Cl)c([N+](=O)[O-])c1 (stereo not given)
-0.4,13,i,CC12CCC(=O)N1C(C(=O)NCCc1ccc(S(N)(=O)=O)cc1)CS2 (stereo not given)
-1.7,5,i,CSc1ccccc1-c1nnc(-c2ccc(Cl)c(Cl)c2)o1
2.3,9,i,COC(=O)c1c(-c2ccc(C)cc2)csc1N
-0.3,5,/,CC(=O)C(Cc1ccccc1)NC(=O)COC(=O)c1ccc(-n2cnnn2)cc1 (stereo not given)
-0.6,5,i,COc1ccc(C(OC(=O)c2ccco2)C(=O)NC2CCCC2)cc1OC (stereo not given)
0.4,10,i,CC(C)CC(NC(=O)c1ccc(C#CC(C)(C)O)s1)C(=O)O (stereo not given)

Remaining list, next part.
STK33 inh,OX1R FRET antag,KCNQ2 inh,SMILES
-0.5,-2,i,Cc1nn(Cc2noc(C(=O)NCc3ccccn3)n2)c(C)c1Br
0.1,-1,i,COc1ccc(N2C(=NC(=O)C3CCCCC3)SC3CS(=O)(=O)CC32)cc1Cl (stereo not given)
-0.1,22,i,COC(=O)c1cc(NC(=O)c2cc3ccccc3o2)cc(C(=O)OC)c1
0.3,26,i,CS(=O)(=O)c1ccc(C(=O)OCC(=O)NC23CC4CC(CC(C4)C2)C3)cc1[N+](=O)[O-]
-1.7,7,i,CCOc1ccc(C2C(=O)N(C3CCCCC3)CC(=O)N2CC2CCCO2)cc1OC (stereo not given)
-1.8,12,i,Cc1ccc(C(C)n2cc(C(=O)NCCN3CCN(C)CC3)nn2)cc1 (stereo not given)
-0.8,9,i,CNC(=O)c1c(NC(=O)c2ccc(S(=O)(=O)N3CC(C)OC(C)C3)cc2)sc2c1CCN(C(C)C)C2 (stereo not given)
0.6,3,i,CCN(CC)CCNC(=O)c1ccc(NC(=O)c2ccc(Cl)c(S(=O)(=O)N3CCCCCC3)c2)cc1

Continuation.
STK33 inh,OX1R FRET antag,KCNQ2 inh,SMILES
0.1,6,i,CCC1=NN(C(=O)c2ccccc2Br)C(O)(c2ccc(Br)cc2)C1 (stereo not given)
-0.8,1,/,C[C@@H]1CC[C@]2(C(=O)O)CC[C@]3(C)C(=CCC4[C@]56CC[C@@](O)(OC5)C(C)(C)C6CC[C@]43C)C2[C@H]1C (stereo not given in full)
0.4,11,i,CCOC(=O)c1cnc(SCC(=O)c2ccc3c(c2)OCCO3)nc1N
-0.9,23,i,Cc1c(NC(=O)/C(=C/c2cccs2)NC(=O)c2ccccc2)c(=O)n(-c2ccccc2)n1C
-1.2,-3,/,COc1ccc2c(CC(=O)OCC(=O)c3ccc(F)cc3)coc2c1
-0.7,3,i,Cc1ccc2oc(=O)cc(CN3CCN(C/C=C/c4ccccc4)CC3)c2c1
-1.2,13,i,Cc1ccc(S(=O)(=O)N/N=C\c2ccc3c(c2)OCO3)c(C)c1
/,10,i,COc1cccc(C(=O)NNC(=O)c2ccc(NS(=O)(=O)c3cccs3)cc2)c1OC

New compounds follow:
STK33 inh,OX1R FRET antag,KCNQ2 inh,SMILES
-3.1,13,i,Cc1cccc(NC(=O)CCC(=O)N/N=C/c2ccco2)c1C
-0.8,15,i,Cc1[nH]c2ccc(-c3n[nH]c(=S)n3C)cc2c1C
-1.2,14,i,COc1cc(/C=N\NC(=O)c2c(C)nc3cc(C)ccn23)ccc1O
-0.1,24,i,NC(=O)CN1CCOCCN(CC(N)=O)CCOCC1
-0.4,0,i,NS(=O)(=O)c1ccc(NC(=O)CSc2ccccn2)cc1
-0.6,7,i,CC(=O)c1cnc(Nc2cccc(Cl)c2Cl)s1
0.6,15,i,COc1cc(C2CC(=O)c3cnc(NC(=O)c4ccco4)nc3C2)cc(OC)c1OC (stereo not given)
-2.2,24,i,COc1ccc(NC(=S)N2CCC(C(=O)c3ccc(C)cc3)CC2)c(OC)c1

Continuation.
STK33 inh,OX1R FRET antag,KCNQ2 inh,SMILES
-1.4,15,i,CC1CCN(S(=O)(=O)c2ccc3c(c2)c(=O)c(C(=O)NCc2ccccc2Cl)cn3C)CC1
-2.2,15,i,NCC(c1ccccc1)(c1ccccc1)c1ccccc1
-1.0,4,i,C=CCn1c(SCC(=O)Nc2nc(C)cs2)nnc1C(NC(=O)c1ccccc1)C(C)C (stereo not given)
0.2,6,i,CCCc1nc2ccccc2c(=O)n1NC(=O)c1c(O)c2ccccc2n(C)c1=O
-0.9,6,i,Cc1ccc(S(=O)(=O)N2CCN(CCO)CC2)cc1-c1nnc2c3ccccc3c(C)nn12
1.9,12,i,Cc1ccc(CNC(=O)CS(=O)(=O)c2cn(CC(=O)N3CCOCC3)c3ccccc23)cc1
0.2,6,i,CCOCCCNC(=O)Cn1cnc2c(cnn2-c2ccc(C)c(C)c2)c1=O
-0.7,7,i,CCC(OCC(O)CN1CCCCC1)c1ccccc1 (stereo not given)

Following part.
STK33 inh,OX1R FRET antag,KCNQ2 inh,SMILES
-1.3,6,i,O=C(COc1ccccc1)Nc1nnc(S(=O)(=O)N2CCCC2)s1
0.2,7,i,COc1ccc(CN2C(=NC(=O)c3ccccc3)SC3CS(=O)(=O)CC32)cc1OC (stereo not given)
-3.0,30,i,CC(C)CC(CO)N1CCN(C(=O)c2ccc(Cl)cc2)CCC1=O (stereo not given)
-1.6,28,i,O=C(N/N=C/c1cccn1-c1ccc([N+](=O)[O-])cc1)c1cccnc1
-1.1,-1,i,Cc1onc(-c2ccccc2Cl)c1C(=O)Nc1cnn(Cc2ccccc2)c1
1.2,23,i,CC(Sc1ccccc1)C(=O)N1CCN(S(=O)(=O)c2ccc(Cl)cc2)CC1 (stereo not given)
1.8,-3,i,O=c1[nH]c(C2CCCN(S(=O)(=O)c3ccc(F)cc3)C2)nc2c1nnn2Cc1ccccc1 (stereo not given)
-1.1,25,i,O=C(NCCc1cccs1)C1CC(c2ccc([N+](=O)[O-])cc2)=NO1 (stereo not given)

Molecules shown so far with fluorine (4):
STK33 inh,OX1R FRET antag,KCNQ2 inh,SMILES
-0.6,20,i,O=C(N/N=C/c1ccc(Cl)cc1Cl)c1cccc(F)c1
-0.8,61,i,O=C(NNC(=O)c1ccc([N+](=O)[O-])cc1)c1ccc(F)cc1
-1.2,-3,/,COc1ccc2c(CC(=O)OCC(=O)c3ccc(F)cc3)coc2c1
1.8,-3,i,O=c1[nH]c(C2CCCN(S(=O)(=O)c3ccc(F)cc3)C2)nc2c1nnn2Cc1ccccc1 (stereo not given)

Further compounds follow:
STK33 inh,OX1R FRET antag,KCNQ2 inh,SMILES
-2.2,21,i,CN(C)S(=O)(=O)c1cccc(NC(=O)Cc2ccc(-c3ccccc3)cc2)c1
-3.2,9,i,NS(=O)(=O)c1ccc(CCNC2CC(=O)N(Cc3ccccc3)C2=O)cc1 (stereo not given)
-0.7,11,i,O=C(NCC1CCCO1)C1CC(c2ccccc2Cl)=NO1 (stereo not given)
0.8,5,i,C=CCC12C=C(OC)C(=O)OC(OC)(C1O)[C@H](c1ccc3c(c1)OCO3)[C@H]2C (stereo not given in full)
0.0,31,i,COc1ccc(NC(=O)c2ccc(S(=O)(=O)N(C)C)cc2)cc1
-0.2,15,i,Cc1ccc(NC(=O)COC(=O)CCC(=O)c2ccc(C(C)(C)C)cc2)c([N+](=O)[O-])c1
0.5,12,i,CCc1ccc2c(c1)C(c1cccs1)=NNC(c1cccnc1)=N2
-0.7,14,i,COc1cc(COc2ccc(-c3nnco3)cc2)ccc1OC(F)F

(list continues)
STK33 inh,OX1R FRET antag,KCNQ2 inh,SMILES
-0.9,18,i,O=C(O)C1=C[C@@H](c2ccccc2)C[C@@H](OCCCCO)O1
2.5,3,i,Cc1occc1C(=O)NCCc1ccc(Cl)cc1
-0.7,13,i,O=C(N/N=C/c1ccc2c(c1)OCO2)c1ccc2c(c1)OCO2
-1.9,5,/,COc1ccc2sc(-c3ccc(N(C)C)cc3)c(-c3cnc(OC)nc3)c2c1
0.4,10,i,CC(C)C[C@@H](C(=O)NC1CC1)N1C(=O)N2CCc3c([nH]c4ccccc34)[C@@]2(C)C1=O
-0.6,1,i,O=C(CN1C(=O)NC2(CCCCC2)C1=O)NCCc1c[nH]c2ccccc12
-1.4,66*,/,CC(NS(=O)(=O)c1ccc(OCC(=O)Nc2cccc([N+](=O)[O-])c2)cc1)c1ccccc1 (stereo not given)
-1.9,3,i,COC(=O)CSc1nnc(CSc2nc(C)cc(C)n2)o1

Next compounds follow.
STK33 inh,OX1R FRET antag,KCNQ2 inh,SMILES
1.2,0,i,Cc1ccc2[nH]c3c(c2c1)CCCC3NCCO (stereo not given)
10,9,i,O=C(Nc1nonc1-c1ccc(Cl)cc1)c1ccco1
-0.1,15,i,CN1C(=O)Cc2cc(S(=O)(=O)NCc3cccs3)ccc21
-2.1,12,i,Cc1cc(C)c(S(=O)(=O)n2ccc3ccccc32)c(C)c1
-0.6,7,/,O=C(COC(=O)/C=C/c1ccc(Cl)cc1)NC1CCCCCC1
-0.7,1,i,O=C(COC(=O)c1ccc(Cl)nc1)Nc1ccc2c(c1)OCO2
-0.6,17,i,O=C(Cc1ncc(C(F)(F)F)cc1Cl)NC1CC1
-1.2,7,i,CC(/C=N/n1c(COc2ccccc2)n[nH]c1=S)=C\c1ccco1

(more compounds)
STK33 inh,OX1R FRET antag,KCNQ2 inh,SMILES
-1.4,83*,i,CN(C(=O)CSc1nc2ccc([N+](=O)[O-])cc2s1)C1CCS(=O)(=O)C1 (stereo not given)
-1.0,11,i,FC(F)(F)c1cnc(-c2cnc(-c3cccnc3)nc2)c(Cl)c1
0.2,9,i,O=[N+]([O-])c1ccc(C(=S)N2CCN(Cc3ccccc3)CC2)cc1
-2.4,18,i,Cc1oc2c(cc(NS(=O)(=O)c3ccc4c5c(cccc35)C(=O)N4)c3ccccc32)c1C(=O)OC(C)C
-3.5,0,i,Cc1ccccc1COC(=O)CCC1=NS(=O)(=O)c2ccccc2N1
-0.4,4,i,CCOC(=O)C1CCN(C(=O)Cn2cc(C(=O)OC)c3ccccc32)CC1
-0.7,17,i,CN(C)CCCNC(=O)/C=C/c1ccc(OCc2c(F)cccc2Cl)cc1
-0.4,6,i,CCN(Cc1ccccc1)S(=O)(=O)c1c[nH]c(C(=O)OC)c1

Next section:
STK33 inh,OX1R FRET antag,KCNQ2 inh,SMILES
1.9,103*,i,CCN1/C(=C/c2ccc3cc(C)ccc3[n+]2CC)Sc2ccccc21
-0.9,0,i,CCN(CC(=O)Nc1ccc2c(c1)OCCO2)C(=O)COc1ccc(C)cc1
-1.0,10,i,Cc1nc(SCC(=O)N2CCCCC2)c2c(C)c(C)sc2n1
-0.8,12,i,N#Cc1cccc(NC(=O)c2nc(-c3ccccc3)n(-c3ccccc3)n2)c1
-1.4,1,/,Cc1ccccc1NS(=O)(=O)c1ccc(C(=O)N(C)CC(=O)Nc2ccccc2Br)cc1
0.4,18,i,O=C(Cc1csc(Nc2nc(=S)[nH]c3ccccc23)n1)NCCCN1CCN(c2ccccc2F)CC1
1.0,6,/,CC(OC(=O)c1ccc(-n2cnnn2)cc1)C(=O)Nc1ccccc1F (stereo not given)
-2.1,10,i,CN(C(=O)Cn1nc(Cl)ccc1=O)C1CCCN(Cc2ccccc2F)C1 (stereo not given)

Other records follow:
STK33 inh,OX1R FRET antag,KCNQ2 inh,SMILES
-1.4,21,i,CCCn1c(SCC(=O)Nc2cccc(S(=O)(=O)N(C)C)c2)nc2ccccc2c1=O
-1.1,19,i,COc1ccc(OC)c(NC(=O)CCN2CCN(C)CC2)c1
-1.7,-3,i,O=C(Nc1c(-c2ccc(F)cc2)nc2ccccn12)c1ccc(F)cc1
0.0,11,i,Cc1cc(C(=O)Nc2ccccc2C(=O)O)ccc1NC(=O)COc1ccccc1Cl
-0.8,27,i,Cc1cc(-c2ccccc2)nc2cc(C(N)=O)nn12
